Source: PubChem (National Center for Advancing Translational Sciences (NCATS))
FLuc inh: inhibitors of firefly (Photinus pyralis) luciferase. P08659. purified P. pyralis luciferase, luminescence, biochemical. Potency, µM (highest dose often 115 µM), for inactives: top-dose activity change, negative = inhibition, usual class: inhibitors. 2.5% of 76,000 active. AID 1347043; also: potency is read from the fitted curve at half-maximal effect; nearly all actives have a fitted effect of over 65% in size
Target sequence (P08659 whole entry, looked up): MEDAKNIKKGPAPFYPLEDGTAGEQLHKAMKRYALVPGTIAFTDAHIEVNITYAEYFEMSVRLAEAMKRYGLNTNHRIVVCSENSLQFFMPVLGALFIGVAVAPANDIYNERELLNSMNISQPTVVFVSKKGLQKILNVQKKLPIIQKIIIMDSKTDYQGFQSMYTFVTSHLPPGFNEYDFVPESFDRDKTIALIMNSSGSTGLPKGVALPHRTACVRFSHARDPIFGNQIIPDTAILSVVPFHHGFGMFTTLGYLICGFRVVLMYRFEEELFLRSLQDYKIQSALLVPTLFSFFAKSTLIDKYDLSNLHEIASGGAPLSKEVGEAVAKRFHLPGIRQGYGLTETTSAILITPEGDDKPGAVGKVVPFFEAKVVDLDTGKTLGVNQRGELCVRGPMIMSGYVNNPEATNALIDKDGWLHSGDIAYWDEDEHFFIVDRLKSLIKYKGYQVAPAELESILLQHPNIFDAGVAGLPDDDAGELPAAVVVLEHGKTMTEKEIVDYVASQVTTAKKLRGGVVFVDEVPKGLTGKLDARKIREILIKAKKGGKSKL
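FLuc 10nM, D-luciferin 10uM, ATP 10uM, Mg acetate 10mM, Tris acetate pH 7.5, Tween/BSA; cpd qHTS; enzyme added last; CCD luminescence.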
IP6K1 inh: blocks human inositol hexakisphosphate kinase 1. IP6K1 kinase, ADP-Glo luminescence, 2 h; hits give low values. activity change, % (series mostly up to about 58 µM). Q92551. 0.81% of 140,000 active. AID 1645851; in the data active = activity change below about -25%
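ADP-Glo luminescence measures ADP made by human IP6K1 during a 2 h RT reaction with ATP/IP6 (mix at 1.3 mM/130 uM); top library doses 57.5 and 19.1 uM final.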
SNCA expr inh: SNCA gene expression inhibition. AID 1671194. HEK-293 SNCA-luciferase knock-in, luminescence, 24 h. Potency, µM (series often up to 57.2 µM), inactives show at the top dose activity change, negative = inhibition, most hits filed as inhibitors. 0.17% of 140,000 active;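 also: potency is read from the fitted curve at half-maximal effect; plate controls were DMSO cells for no effect and cell-free wells for full effect; nearly all actives have a fitted effect of over 45% in size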
HEK cytotox: HEK 293 cell cytotoxicity; HEK 293 viability, ATP luminescence (CellTiter-Glo), 48-72 h; Potency, µM (top dose mostly 115 µM), for inactives: top-dose activity change, negative = cytotoxicity, hits mostly inhibitors; 6.6% of 94,000 active; also: potency is read from the fitted curve at half-maximal effect; nearly all actives have a fitted effect of over 60% in size
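Cytotoxicity was scored by loss of ATP-coupled luminescence (CellTiter-Glo) in HEK 293 cells. Compound treatment ran 48 or 72 hr at 37 degree Celsius, 5% CO2, 95% humidity.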
SNCA viab count: reduces viability of HEK-293 SNCA reporter cells. HEK-293-SNCA-luc viability, GF-AFC fluorescence, 24 h. 0.12% of 150,000 active. Potency, µM (series often up to 57.1 µM), inactives show at the highest dose activity change, negative = cytotoxicity, most hits filed as cytotoxic;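 also: potency is read from the fitted curve at half-maximal effect; 0% = DMSO-treated cells and -100% = medium-only wells without cells; nearly all actives have a fitted effect of over 30% in size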
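HEK-293-SNCA-luc cells (1500/well) plated 24 h, then exposed 24 h to a dilution series; GF-AFC added 30 min at 37C, fluorescence 405/540 nm; normalised to medium-only and DMSO wells, Hill fit.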
GPT2 inh: blocks human glutamate pyruvate transaminase 2; Q8TD30; Recombinant GPT2, coupled pyruvate oxidase/HRP Amplex Red fluorescence; Potency, µM (series often up to 57.7 µM), for inactives: at the highest dose activity change, negative = inhibition, usual class: inhibitors; 0.25% of 100,000 active; AID 1671188; also: potency is read from the fitted curve at half-maximal effect; nearly all actives have a fitted effect of over 60% in size; many of its hits are not listed in these tables
Target sequence (Q8TD30 whole entry, looked up): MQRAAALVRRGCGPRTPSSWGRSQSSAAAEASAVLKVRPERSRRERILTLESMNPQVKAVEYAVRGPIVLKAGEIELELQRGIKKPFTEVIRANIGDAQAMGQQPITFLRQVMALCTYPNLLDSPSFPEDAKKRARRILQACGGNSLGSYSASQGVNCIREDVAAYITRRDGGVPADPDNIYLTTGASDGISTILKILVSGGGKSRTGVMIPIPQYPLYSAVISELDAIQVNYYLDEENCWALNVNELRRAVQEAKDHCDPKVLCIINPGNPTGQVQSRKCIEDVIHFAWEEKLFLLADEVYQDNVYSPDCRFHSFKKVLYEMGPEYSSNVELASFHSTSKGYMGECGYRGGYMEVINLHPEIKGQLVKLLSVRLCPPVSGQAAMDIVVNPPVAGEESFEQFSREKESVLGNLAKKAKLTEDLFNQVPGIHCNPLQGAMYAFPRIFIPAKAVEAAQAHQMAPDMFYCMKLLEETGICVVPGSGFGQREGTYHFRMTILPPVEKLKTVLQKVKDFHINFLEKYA
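Fluorescence of coupled pyruvate oxidase/HRP/Amplex Red system (50uM Amplex, 30 min, dark) reports pyruvate formed by GPT2. Enzyme reaction: 10ng/uL GPT2, 2mM L-alanine, 250uM a-KG, 30 min room temperature, pH 7.5; 50uM AOA control.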
NIH3T3 tox: kills NIH 3T3 cells; NIH 3T3 viability, CellTiter-Glo ATP luminescence, 48-72 h; 4.3% of 94,000 active; AID 1345082; Potency, µM (highest dose often 96.7 µM), for inactives: top-dose activity change, negative = cytotoxicity, most hits filed as inhibitors; also: potency is read from the fitted curve at half-maximal effect; nearly all actives have a fitted effect of over 55% in size
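Viability of NIH 3T3 cells after 48 or 72 hr compound treatment at 37 °C was assessed by CellTiter-Glo, with luminescence imaged following a 10 min room-temperature step.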
Active calls of the source: *; i = inactive; ? = inconclusive; . = no result given; [ ] = another dose, or the depositor's remark. Unless noted, calls follow the shape of the dose curve; as a rule, active = well fitted curve in the direction sought with a large enough effect; inconclusive = small, poorly fitted or top-dose-only effect, or another doubt; inactive = no such curve, though single readings can be large; an effect the other way counts as inactive or inconclusive. Unless noted, % is scaled to controls: 0 for no effect and ±100 for the full control effect.

SMILES | FLuc inh | IP6K1 inh | SNCA expr inh | HEK cytotox | SNCA viab count | GPT2 inh | NIH3T3 tox
COc1cc(Br)c(/C=C(\C#N)c2nc3ccccc3[nH]2)cc1OC | . | 3 | 67%[activator] | . | 14% | . | .
Cc1ccc(NC(=O)C(=O)NCC(c2cccnc2)N2CCc3ccccc32)cc1Cl (centres undefined) | . | 10 | -14% | . | 0% | . | .
O=C(COc1ccccc1Cl)Nc1ccc(OCc2cc(=O)n3ccsc3n2)cc1 | . | 4 | 41%[activator] | . | 6% | . | .
CCCCCC(=O)Nc1nc2c(s1)C[C@@H]1[C@](C)(CO)[C@H](O)CC[C@@]1(C)[C@@H]2CC(=O)O | -4% | -5 | 1% | 3% | -4% | ? | -2%
CCc1ocnc1C(=O)N1CCC(Oc2ccccc2)(C(=O)O)CC1 | -1% | 7 | 4% | i | -3% | i | -3%
CCCNC(=O)N(C1CCOCC1)C1CCN(C(=O)CCc2c[nH]c3ccccc23)CC1 | 8% | 7 | 7% | 4% | 4% | -11% | ?
CCOC(=O)c1[nH]c(C)c(CCC(=O)Nc2cccc(C(F)(F)F)c2)c1C | . | 6 | 5% | . | -1% | . | .
COc1ccc(CN2C[C@@H]3C(=O)N(C)C(=O)[C@@H]3C2)c(OC)c1 | -5% | 14 | 17% | 1% | 9% | i | 3%
CCn1cnnc1-c1nn(C)c2c1CN(C(=O)c1cc(F)ccc1F)CC2 | 0% | 7 | -16% | 0% | 4% | 4% | -12%
Cc1cccc(NC(=O)C2CCCN2S(=O)(=O)c2ccc3c(c2)n(C)c(=O)c(=O)n3C)c1 (centres undefined) | . | -2 | 55%[activator] | . | 2% | . | .
Cc1oc(-c2ccc(C(=O)NC(C)c3ccccc3)cc2)nc1CS(=O)(=O)c1ccccc1 (centres undefined) | . | 17 | -21% | . | -5% | . | .
CCOc1ccccc1-c1noc(-c2nnn3c2COC(c2ccc(F)cc2)C3)n1 (centres undefined) | 3% | 9 | 1% | 10% | 2% | i | i
COCCc1noc(-c2ccccc2OC2CN(C(=O)c3ccc(C)nc3)C2)n1 | 11% | -6 | 9% | 5% | 4% | 3% | 3%
COc1ccc(C(=O)N2CCn3c(nn(-c4ccc([N+](=O)[O-])cc4)c3=O)C2)cc1 | -9% | -3 | -10% | ? | 2% | i | ?
CCCCNC(=O)c1cc2n(n1)CCCN(Cc1ccc(C)cc1)C2=O | . | -13 | 6% | . | 15% | . | .
COC(=O)c1c(-c2ccc(Cl)cc2)noc1N1CCN(c2cccc(OC)c2)CC1 | . | 19 | ? | . | -6% | . | .
O=C(Cc1ccc(F)cc1)NCCc1csc2nc(-c3ccccc3F)nn12 | . | -6 | -27% | . | ? | . | .
Cc1ccc(NS(=O)(=O)c2cn(C)c(C)n2)c(Br)c1 | . | -7 | 3% | . | -15% | . | .
Cc1ccc(OCCn2cc(C(=O)C3CCCCC3)c3ccccc32)cc1 | . | -6 | -3% | . | 5% | . | .
C[C@H]1CN(C(=O)c2ccc(F)cc2)C[C@@H]1c1nc(-c2ccccc2)no1 | -15% | 8 | 2% | ? | -4% | i | ?
O=C(O)c1ccccn1 | . | -14 | -7%[25.6 µM] | . | 10%[23.9 µM] | 2% | .
COc1ccc(-c2cnc3ccc(NCc4ccc(S(N)(=O)=O)cc4)nn23)cc1OC | . | -8 | . | . | 2% | i | .
Cc1cc(F)ccc1OC1CN([S+](=O)([O-])c2cccc(C(F)(F)F)c2)C1 | -8% | 10 | 37%[activator] | ? | 5% | -2% | ?
COCCOc1cc(=O)n2c(c1C(=O)NCCC1=CCCCC1)CCOCC2 | -1% | -8 | 32%[activator] | i | 4% | -4% | 1%
CCN(CC)C1CCOC2(CCN(C(=O)C3CC3)CC2)C1 (centres undefined) | 6% | 17 | -30% | 7% | -2% | i | -5%
CN1CCCN(S(=O)(=O)c2ccc3c(c2)OCCO3)c2ccccc21 | -1% | -2 | -20% | 32µM* | -20% | 0% | ?
Cc1ccc2[nH]cc(C(c3ccccc3)c3ccc(C)s3)c2c1 (centres undefined) | . | 8 | ? | . | -20% | . | .
COc1ccc(Nc2ccc3c(n2)CN(Cc2ccc(F)cc2)C(=O)CO3)cn1 | -2%[172 µM] | -20 | 1%[87.6 µM] | 89µM* | -11%[87.6 µM] | -7%[88.5 µM] | ?
CO[C@H]1/C=C/C=C/C=C/C[C@H](OC(=O)[C@@H](C)NC(=O)C2CCCCC2)[C@H](C)[C@@H](O)/C(C)=C/CCc2cc(O)cc(c2)NC(=O)C1 | . | 11 | . | . | ? | i | .
CCN(Cc1nc(-c2ccc(OC)cc2)oc1C)S(=O)(=O)c1ccc(Cl)cc1 | . | -5 | 17% | . | 8% | . | .
Cc1cc(Cl)ccc1OCC(=O)N(Cc1sccc1C)C1CCS(=O)(=O)C1 (centres undefined) | . | 30 | 3% | . | -29% | . | .
Nc1nc2ncc(CNc3ccc(C(=O)N[C@@H](CCC(=O)O)C(=O)O)cc3)nc2c(=O)[nH]1 | . | -1 | 33%[25.6 µM] | . | 10%[23.9 µM] | 2% | .
CCOc1ccc(C(=O)N2CCC(Cc3nc(-c4cccc(OC)c4)no3)CC2)cc1 | -4% | -9 | -29% | ? | -16% | -8% | ?
O=C(C1CCCN1Cc1ccc(-c2cncnc2)cc1)N1CCCC1 (centres undefined) | . | -9 | 9% | i | 3% | 4% | 0%
COc1ccc(Cl)cc1-c1ccc2c(c1)C(=O)N1CCN(C(=O)C3CCNCC3)C[C@@H]1C(=O)N2 | 1% | -9 | -3% | -9% | -9% | 1% | i
COc1ccc(CNC(=O)Cc2csc3nc(-c4ccc(F)cc4)cn23)cc1 | . | -12 | ? | . | -16% | . | .
Cc1cnc(CC2CCN(C(=O)CCc3nc4ccccc4s3)CC2)n1CC1CC1 | -7% | -7 | -20% | ? | 6% | i | ?
COc1ccc2cc(C3CN(C(=O)CCc4n[nH]c(C)n4)CCO3)ccc2c1 (centres undefined) | 2.5µM* | 7 | ? | -24% | -3% | -3% | ?
Cc1cc2nn(-c3ccc(F)cc3)nc2cc1NC(=O)c1cccc2ccccc12 | . | -10 | 20% | . | 12% | . | .
O=C(NCCCN1CCCCCC1)C1CCN(C(=O)N2CC3CC(C2)[C@H]2CCCC(=O)N2C3)CC1 (some centres undefined) | 6% | 3 | 4% | 1% | 8% | -3% | 4%
CCCCS(=O)(=O)N[C@H]1CN(Cc2c(C)noc2C)C[C@@H]1C(C)C | -5% | -8 | -8% | -8% | 11% | -7% | ?
CCc1nn2c(=O)cc(COC(=O)c3ccc4c(c3)OCO4)nc2s1 | . | -3 | 73%[activator] | . | 10% | . | .
O=C(N1C[C@@H](CO)[C@H](c2nc(C3CC3)no2)C1)C1(c2ccccc2)CC1 | 3% | -8 | 14% | i | 5% | -7% | -1%
O=C(NCCN1CCOCC1)c1c(-c2ccccc2)cc(=O)n2c1CCC2 | . | 25 | 13% | -16% | -1% | -15% | -16%
Cn1ccnc1CN1C(=O)CO[C@H]2CN(C(=O)c3cnccn3)C[C@H]21 | -3%[172 µM] | -3 | 5%[87.6 µM] | 3%[172 µM] | 3%[87.6 µM] | -10%[88.5 µM] | 3%[138 µM]
O=C(Cc1cccc(Cl)c1)NCCNC(=O)c1cccc(-c2ccc(C(F)(F)F)cc2)c1 | . | 9 | 3% | ? | ? | 0% | -38%
O=C1CO[C@H]2CN(Cc3c[nH]c4ccccc34)C[C@H]2N1Cc1ccc(F)cc1 | ? | 6 | -5%[87.6 µM] | ? | 5%[87.6 µM] | 2%[88.5 µM] | ?
COCc1ccc2c(c1)c(OC(C)(C)C(=O)NCCc1cccnc1)nn2Cc1ccccc1 | -1% | -1 | 0% | ? | -13% | -8% | ?
COc1ccc(Cl)cc1C(=O)N1C[C@@H](F)C[C@H]1C(=O)N1CCCCC1 | 8% | 6 | 26% | 3% | 5% | -4% | i
O=C(N[C@@H]1CCCc2c1cnn2-c1ccc(F)cc1F)c1ccccn1 | . | 6 | . | . | -12% | i | .
CCC(=O)Nc1ccccc1-c1nc2ccccc2n(CC(=O)c2ccc(Br)cc2)c1=O | . | -7 | 3% | . | -2% | . | .
Cc1cnc(C(=O)N(C)C2CCc3nnc(C)n3CC2)cn1 (centres undefined) | 1% | 7 | -19% | ? | 2% | -2% | -9%
CC(=O)N[C@@H](Cc1ccc(O)cc1)C(=O)O | . | -3 | 32%[25.6 µM] | . | ? | i | .
COCCc1nncn1C1CCN(C(=O)c2ccc(C)cc2)CC1 | -5% | -1 | 6% | -3% | 3% | i | i
COc1ccc(N2CCN(C(=O)C3(c4ccc(NC(=O)C(C)C)cc4)CCC3)CC2)cc1 | -4% | 14 | -16% | ? | 4% | -23% | ?
Cc1ccc(S(=O)(=O)c2nnn3c2nc(N2CCCC(C)C2)c2cc(Cl)ccc23)cc1C (centres undefined) | . | 24 | -6% | . | 0% | . | .
CCOc1ccc(NC(=O)CCS(=O)(=O)c2ccc3nc(C)sc3c2)cc1 | . | -5 | -11% | . | -8% | . | .
Cc1ccc(OCC(=O)N2CCC(c3noc(-c4ccncc4)n3)C2)cc1 (centres undefined) | -6% | 13 | -11% | ? | 0% | i | -20%
CCCC(=O)Nc1ccc(-c2nc3ncccc3o2)cc1C | . | -17 | 120%[activator] | . | -2% | . | .
Cc1nn(CC(=O)N2CCCCCC2)c(=O)c2nc(-c3ccccc3)sc12 | 4% | 1 | 10% | ? | -5% | i | -8%
Cc1cn2c(=O)c(S(=O)(=O)NCc3ccccc3Cl)c(C)nc2s1 | . | -7 | 8% | . | -12% | . | .
COCC(=O)N(C1CCOCC1)C1CCN(C(=O)Cc2cccnc2)CC1 | 5% | -9 | 1% | ? | 9% | i | i
Cc1ccc(S(=O)(=O)c2cn(C)c3cc(N4CCN(C)CC4)c(F)cc3c2=O)cc1 | . | 12 | 18% | . | ? | . | .

5 consecutive records out of the list so far:
SMILES | FLuc inh | IP6K1 inh | SNCA expr inh | HEK cytotox | SNCA viab count | GPT2 inh | NIH3T3 tox
CCCCS(=O)(=O)N[C@H]1CN(Cc2c(C)noc2C)C[C@@H]1C(C)C | -5% | -8 | -8% | -8% | 11% | -7% | ?
CCc1nn2c(=O)cc(COC(=O)c3ccc4c(c3)OCO4)nc2s1 | . | -3 | 73%[activator] | . | 10% | . | .
O=C(N1C[C@@H](CO)[C@H](c2nc(C3CC3)no2)C1)C1(c2ccccc2)CC1 | 3% | -8 | 14% | i | 5% | -7% | -1%
O=C(NCCN1CCOCC1)c1c(-c2ccccc2)cc(=O)n2c1CCC2 | . | 25 | 13% | -16% | -1% | -15% | -16%
Cn1ccnc1CN1C(=O)CO[C@H]2CN(C(=O)c3cnccn3)C[C@H]21 | -3%[172 µM] | -3 | 5%[87.6 µM] | 3%[172 µM] | 3%[87.6 µM] | -10%[88.5 µM] | 3%[138 µM]

Rows are unselected. About 7.7% of those tested had a hit in this group.
